# PLC-gamma1 inh = PLC-gamma1 enzyme inhibitors, primary screen, biochemical, fluorescence, purified enzyme | hit rate 0.84% among 370,000 | fluorogenic substrate | inhibition, % at 12.2 µM; in the data active means inhibition above about 9.5%
# SIAE primary = human SIAE inhibitors, primary screen, biochemical, fluorescence polarization, FP-Rh probe, 1536-well HTS | hit rate 0.69% among 370,000 | inhibition, % at 9.66 µM | AID 1053197, 2014 | Sialate O-acetylesterase (Homo sapiens), Q9HAT2 | SIAE FP-Rh probe binding;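 active means inhibition above a cutoff: mean of compounds within the control limits plus 3 SD of those, cut at about 17% in these data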;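 further: 0% = plate median of compound wells and 100% = probe without SIAE protein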
# PLC-beta3 inh = human PLC-beta3 inhibitors, primary screen, biochemical, fluorescence. 1-phosphatidylinositol 4,5-bisphosphate phosphodiesterase beta-3 (Homo sapiens), Q01970. hit rate 0.18% among 370,000. Purified PLC-beta3, fluorogenic substrate. inhibition, % at 12.2 µM; in the data active means inhibition above about 11%;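 further: 0% = median of compound wells on plate and 100% = full blocker control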
# Target sequence (Q01970 whole entry, looked up): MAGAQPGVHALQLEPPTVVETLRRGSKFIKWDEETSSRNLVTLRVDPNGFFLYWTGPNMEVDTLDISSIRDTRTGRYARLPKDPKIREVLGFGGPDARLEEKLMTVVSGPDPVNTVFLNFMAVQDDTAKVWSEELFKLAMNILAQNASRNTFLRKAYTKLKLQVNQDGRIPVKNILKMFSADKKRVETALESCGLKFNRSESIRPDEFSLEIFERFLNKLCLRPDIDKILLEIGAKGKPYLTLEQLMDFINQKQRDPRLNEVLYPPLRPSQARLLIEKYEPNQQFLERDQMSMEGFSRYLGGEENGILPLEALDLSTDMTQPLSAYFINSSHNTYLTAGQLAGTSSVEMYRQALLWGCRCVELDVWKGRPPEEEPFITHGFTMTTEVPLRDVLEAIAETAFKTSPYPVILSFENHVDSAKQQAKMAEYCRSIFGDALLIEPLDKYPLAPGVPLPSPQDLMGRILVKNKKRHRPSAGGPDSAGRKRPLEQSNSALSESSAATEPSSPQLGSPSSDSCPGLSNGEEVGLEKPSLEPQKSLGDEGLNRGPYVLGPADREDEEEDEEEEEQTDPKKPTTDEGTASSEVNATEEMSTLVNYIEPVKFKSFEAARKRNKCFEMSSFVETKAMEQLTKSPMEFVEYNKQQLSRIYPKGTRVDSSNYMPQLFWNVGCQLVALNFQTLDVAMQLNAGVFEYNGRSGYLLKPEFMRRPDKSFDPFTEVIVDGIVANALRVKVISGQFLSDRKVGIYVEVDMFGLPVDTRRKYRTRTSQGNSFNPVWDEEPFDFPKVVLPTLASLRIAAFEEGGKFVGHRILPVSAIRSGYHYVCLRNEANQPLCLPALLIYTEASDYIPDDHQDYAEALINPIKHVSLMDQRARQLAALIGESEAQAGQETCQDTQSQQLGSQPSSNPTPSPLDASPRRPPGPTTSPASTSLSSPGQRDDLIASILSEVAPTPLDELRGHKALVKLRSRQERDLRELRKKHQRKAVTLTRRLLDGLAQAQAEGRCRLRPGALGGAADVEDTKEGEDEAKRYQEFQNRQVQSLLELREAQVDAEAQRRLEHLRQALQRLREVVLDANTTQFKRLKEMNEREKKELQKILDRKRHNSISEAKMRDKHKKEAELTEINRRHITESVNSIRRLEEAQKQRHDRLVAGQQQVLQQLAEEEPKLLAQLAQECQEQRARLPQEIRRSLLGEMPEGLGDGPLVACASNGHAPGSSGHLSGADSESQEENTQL
# ADAM10 inh = human ADAM10 inhibitors, primary screen, biochemical, QFRET, HTS; hit rate 0.62% among 370,000; inhibition, % at 7 µM; Disintegrin and metalloproteinase domain-containing protein 10 (Homo sapiens), O14672; recombinant ADAM10, EDANS/DABCYL FRET peptide cleavage, 3 h;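 active means inhibition above a per-campaign cutoff equal to the mean of compounds falling between control-based bounds plus 3 SD, cut at about 20% in these data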;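 further: 0% = DMSO wells while the 100% control is not disclosed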
# ADAM17 inh = ADAM17 inhibitors, primary screen, biochemical, QFRET. AID 720648, 2013. Disintegrin and metalloproteinase domain-containing protein 17 (Homo sapiens), P78536. hit rate 0.83% among 370,000. inhibition, % at 6.95 µM. recombinant ADAM17, EDANS/DABCYL FRET peptide cleavage;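 active means inhibition above the mean of compounds lying between control limits plus 3 SD, set per campaign, cut at about 8.5% in these data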;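 further: 0% = DMSO-only wells as the low control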
# ARFGAP1 inhibitor = inhibitors of rat ARFGAP1 GAP activity, primary screen, biochemical, fluorescence polarization, GDP tracer; Arfgap1-stimulated ARF1 GTP hydrolysis, GDP FP detection; inhibition, % at 16.5 µM; hit rate 0.26% among 360,000; AID 651572, 2012;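 active means inhibition above a per-plate limit, mean inhibition of low control wells plus 3 SD, cut at about 25% in these data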;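 further: 0% = DMSO wells with enzyme and 100% = wells lacking Arfgap1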
#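 system = rat Arfgap1 catalytic domain, aa 1-136 | technique = FP, GDP Alexa 633 tracer displaced from anti-GDP antibody, 620/688 nm | compound = one concentration, 16.5 µM, DMSO 1.26% | medium = HEPES-based buffer, pH 7.5 | timing = compound-enzyme preincubation 20 min, reaction 120 min, detection 60 min, 25 °C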
# Tn7 DDE FP = inhibitors of Tn7 peptide binding to fibrin DD(E), primary screen, biochemical, fluorescence polarization, human fibrin, Tn7 probe; Fibrinogen beta chain (Homo sapiens), P02675; FP displacement of FITC-Tn7 peptide from fibrin DD(E); 0% = median of compound wells per plate; inhibition, % at 8.3 µM; hit rate 0.13% among 370,000;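 active means inhibition above the mean of compounds falling within the control limits plus 3 SD of them, cut at about 14% in these data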;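 further: 0% = plate median of compound wells and 100% = 10 µM Aha-Tn7 peptide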
#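 Assay system: human fibrin DD(E). Input: DD(E) 2 µM final. Medium: Tris buffer with calcium and detergent, pH 7.8. Compound dosing: single point at 8.3 µM. Timing: 10 min plus 3 h, room temperature. Technique: fluorescence polarization of the labelled Tn7 tracer. Read-out: percent inhibition. Replicates: singlicate testing.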
# DDE Tn6 FP inh = inhibitors of Tn6 peptide binding to fibrin DD(E), primary screen, biochemical, fluorescence polarization, human fibrin, Tn6 probe. Fibrin DD(E) TRITC-Tn6 fluorescence polarization displacement. inhibition, % at 8.3 µM. hit rate 0.21% among 370,000. AID 720509, 2013;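 active means inhibition above a per-campaign cutoff: mean of compounds within control limits plus 3 SD, cut at about 15% in these data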;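 further: 0% = median of all compound wells on the plate and 100% = blocking peptide control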
# ASAP1 GAP inh = inhibitors of human ASAP1 ArfGAP activity, primary screen, biochemical, fluorescence polarization; Arf-GAP with SH3 domain, ANK repeat and PH domain-containing protein 1 (Homo sapiens), …; ASAP1-stimulated ARF1 GTP hydrolysis, GDP FP detection; inhibition, % at 16.5 µM; hit rate 0.19% among 360,000; in the data active means inhibition above about 25%;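 further: 0% = vehicle with enzyme and substrate and 100% = no enzyme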
# TDP2 absorb = human TDP2 enzyme inhibitors, primary screen, biochemical, epi absorbance, recombinant enzyme. T5PNP hydrolysis, p-nitrophenol absorbance 415 nm. inhibition, % at 12.8 µM. hit rate 0.34% among 370,000. AID 720702, 2013;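 active means inhibition above the mean of all tested compounds plus 3 SD, set per campaign, cut at about 25% in these data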;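 further: 0% = DMSO with enzyme and 100% = buffer with substrate but no TDP2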
#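 System – recombinant human TDP2 · Quantity – TDP2 enzyme at 120 nM final · Doses – single concentration, 12.8 µM nominal, with 1% DMSO · Incubation – 2 h at 37 °C · Measured by – epi absorbance of p-nitrophenol freed from T5PNP by hydrolysis · Read-out – % inhibition relative to enzyme-containing and enzyme-free wells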
# Numbers without * were called inactive; i = inactive.
PLC-gamma1 inh,SIAE primary,PLC-beta3 inh,ADAM10 inh,ADAM17 inh,ARFGAP1 inhibitor,Tn7 DDE FP,SMILES,DDE Tn6 FP inh,ASAP1 GAP inh,TDP2 absorb
0,3,1,-11,-4,-3,0,NC(=O)c1ncn([C@@H]2O[C@H](CNCc3ccc(OCC(=O)Nc4nccs4)cc3)[C@@H](O)[C@H]2O)n1,-3,-3,5
2,7,-5,1,-2,-14,-1,Cc1ccc2nc(C3CCCCC3)[nH]c2c1,-2,11,11
2,9,-9,1,-4,5,-5,Nc1nc(-c2c(Cl)cccc2Cl)no1,1,8,11
6,5,0,5,0,9,2,COc1ccc2nc(NC(=O)c3ccccc3-c3ccccc3C(=O)O)sc2c1,4,6,-4
-20,-2,-19,-8,-3,-2,1,Cc1ccc(NC(=O)CN2C(=O)N/C(=C/c3ccc(N4CCOCC4)cc3)C2=O)cc1,-2,-11,9
3,-1,-5,6,1,5,8,CC(C)(C)NNC(=S)Nc1cccc(C(F)(F)F)c1,5,-5,-4
4,2,1,-1,1,13,-8,CC1(C)O[C@@H]2[C@H](O1)[C@@H](O)C[C@H]2n1cnc2c(Cl)ncnc21,-5,-4,-6
2,-6,-2,-3,-6,-6,-5,O=C(NCc1ccc(N2CCCC2=O)cc1)c1cnccn1,0,-4,7
-3,-53,-3,3,1,2,2,O=Nc1c(O)n(Cc2c(Cl)cccc2Cl)c2ccccc12,-6,-5,0
4,5,-1,-2,2,6,-8,c1ccc(CC2CNc3ccccc3CN2)cc1 (configuration not stated),-3,0,2
-4,3,-8,0,-3,6,-1,COc1ccc(C(=O)NC2CCCCCC2)cc1OC1CCN(C(C)=O)CC1,-8,-2,10
8,6,3,4,2,11,-1,Cc1cc(C)nc(SCC(=O)OCN2C(=O)c3ccccc3C2=O)n1,5,11,-11
-76,3,-90,4,-5,8,-2,CCN1CCc2c(sc(NC(=O)c3ccc(S(=O)(=O)N4CCOCC4)cc3)c2C(=O)OC)C1,-8,23,-2
1,-10,4,4,-10,-8,-8,COc1ccc(S(=O)(=O)n2ccc(C(C)Oc3ccc(-c4ccccc4)c(F)c3)n2)cc1 (configuration not stated),4,1,0
-97,-4,-126,-18,-8,15,0,COc1ccc(-c2cc(C(=O)N3CCN(c4ccccc4)CC3)c3ccccc3n2)cc1OC,-4,-2,0
-11,7,-17,-17,-9,16,2,Cc1nc(N/N=C\c2ccc3c(c2)OCO3)sc1C,-5,6,19
0,-3,-1,1,-5,-17,1,O=C(CN(C(=O)c1cc2c(s1)CCC2)C1CCCC1)NCc1cccs1,-2,-9,4
-5,3,-3,-3,-2,-11,0,CC1CCCC(C)N1C(=O)COC(=O)C(Cc1ccccc1)NC(=O)c1cccs1 (configuration not stated),-3,-10,-6
0,0,-1,-11,-5,7,-2,O=C(Cn1cnc2c(NCc3ccccc3)ncnc21)NCCN1CCOCC1,-8,8,0
2,2,1,-7,1,6,2,Cc1ccc([N+](=O)[O-])cc1NC(=O)c1ccc(C(C)(C)C)cc1,2,3,2

# A second format for some results above.
smiles	PLC-gamma1 inh	SIAE primary	PLC-beta3 inh	ADAM10 inh	ADAM17 inh	ARFGAP1 inhibitor	Tn7 DDE FP	DDE Tn6 FP inh	ASAP1 GAP inh	TDP2 absorb
O=C(Cn1cnc2c(NCc3ccccc3)ncnc21)NCCN1CCOCC1	0	0	-1	-11	-5	7	-2	-8	8	0
CCN1CCc2c(sc(NC(=O)c3ccc(S(=O)(=O)N4CCOCC4)cc3)c2C(=O)OC)C1	-76	3	-90	4	-5	8	-2	-8	23	-2

# (continued)
PLC-gamma1 inh,SIAE primary,PLC-beta3 inh,ADAM10 inh,ADAM17 inh,ARFGAP1 inhibitor,Tn7 DDE FP,SMILES,DDE Tn6 FP inh,ASAP1 GAP inh,TDP2 absorb
6,5,-4,0,1,-10,-6,Cc1onc(-c2ccccc2)c1C(=O)Nc1ccc(C(=O)N2CCCCC2)cc1,7,-5,6
1,1,-4,-8,2,6,-10,CCOC(=O)CCc1c(C)c2ccc(OCc3cc([N+](=O)[O-])ccc3OC)c(C)c2oc1=O,3,-1,-14
0,1,0,-7,-6,-5,2,CCC(C)C(NC(=O)C1CCC(C)CC1)C(=O)NCCCN1CCCCC1CC (configuration not stated),0,-3,4
-10,7,-17,-19,-5,8,11,COCCn1c(SCC(=O)N(C(C)C)C(C)C)nnc1-c1cc2ccccc2cc1O,4,-1,0
-2,-7,-2,2,-4,25*,4,Cc1cc(S(=O)(=O)Nc2cccnc2)c(C)s1,-7,-8,-1
1,0,-6,-6,-1,-8,18*,O=C(COC(=O)c1ccc([N+](=O)[O-])cc1Cl)NC(=O)c1ccccc1,4,-1,1
-52,8,-48,-12,-6,-13,0,CCc1c(C)nc2c(-c3ccccc3)c(C)[nH]n2c1=O,0,4,-11
-3,8,-12,-2,2,1,4,C=CCn1c2ccccc2c2nnc(SCC(=O)O)nc21,1,-14,-2
1,-1,1,7,-1,2,1,COC(=O)c1ccc(NC(=S)NCc2ccco2)cc1,-6,11,-6
0,0,4,16,2,8,6,O=C(N/N=C/c1ccncc1)c1cc([N+](=O)[O-])cc([N+](=O)[O-])c1,-6,9,-4
5,-3,-4,12,-1,-10,-6,CCC(C)NC(=O)CSc1nc2ccccc2c(=O)n1-c1c(C)n(C)n(-c2ccccc2)c1=O (configuration not stated),3,-11,-5
-6,-10,-2,2,1,3,-1,C=CCOc1c(Br)cc(/C=C2/NC(=S)N(C(C)=O)C2=O)cc1OC,0,-3,2
1,-10,1,60*,1,3,-10,Nc1cc(OC(=O)c2ccco2)nn1S(=O)(=O)c1ccc(F)cc1,-11,14,-2
-1,7,2,2,5,-4,-1,Cc1ccsc1/C=C1/C(=O)NN(c2ccccc2)C1=O,-2,-9,-3
0,-2,2,0,2,-9,1,COC(=O)C1=C(C)N(Cc2cccc(C(F)(F)F)c2)C(=NCc2ccc3c(c2)OCO3)NC1c1ccccc1C(F)(F)F (configuration not stated),10,3,-1
3,-9,-6,-11,-5,-2,-3,CN(C)C(=O)C1CC(=O)OC12CCCCC2 (configuration not stated),3,-1,-12
0,3,-4,-10,-3,-1,2,Cc1onc(-c2ccccc2Cl)c1C(=O)NNC(=O)c1ccc(F)cc1,-2,6,-3
0,0,-3,-2,-3,11,-3,CN(C)C(=O)N1CCC(C(=O)NCc2ccc(F)cc2)CC1,6,8,-3
-1,-3,-3,-74,-41,3,0,COc1ccc(NC(=O)Cc2ccc(Cl)cc2)cc1NC(=O)c1ccco1,-14,-8,-7
-3,-6,-4,-1,-1,6,5,CC(C)OC(=O)CSc1nnc(-c2cnccn2)n1-c1ccc(Cl)cc1,4,-5,-8
1,-7,5,7,2,-1,0,O=S(=O)(/C=C/c1ccccc1)NC1CCCCCCC1,0,-5,5
0,-1,-10,-7,-3,-1,-2,Cc1cccc(OCC(=O)N/N=C/c2cccn2C)c1,-3,4,-2
1,-7,4,-3,-4,0,0,COc1ccc(NC(=O)C2(C)Cc3c(-c4cccc(C(N)=O)c4)ccnc3O2)cc1OC (configuration not stated),1,-14,-6
-1,-5,-11,-7,-4,8,1,CCOc1ccc(N2CC(NC(=O)c3ccc4ccccc4c3)CC2=O)cc1 (configuration not stated),-4,-6,-2
1,5,-1,7,8,-3,-3,Cc1cc(NC(=O)CCc2c[nH]c3ccccc23)ccc1Nc1cccnc1,2,4,-6
-1,6,1,-12,-5,-2,1,COCCNC(=O)C1(C)CCCN(Cc2noc(-c3ccccc3OC)n2)C1 (configuration not stated),8,-6,3
-2,-2,1,0,-2,8,1,CCCCC1(C(=O)OC)NC(c2ccc(O)cc2)C2C(=O)N(c3ccccc3)C(=O)C21 (configuration not stated),1,16,3
1,2,3,4,-3,3,-5,Cc1onc(-c2ccccc2)c1C(=O)NCC1CCN(C(=O)c2c(-c3ccccc3)noc2C)CC1,-2,-11,1
2,4,0,0,2,-2,6,O=C(NC(=S)NNC(=O)c1ccccc1[N+](=O)[O-])c1ccccc1,-3,-14,-4
-1,-1,-7,1,-2,5,2,COc1ccc(NC(=O)c2ccc(S(=O)(=O)NCc3cccnc3)cc2)cc1,-4,-13,3
i,9,i,i,i,-26,12,CCNC(=S)Nc1ccc2c(c1)c(=O)n(C)n2Cc1cccc(C(F)(F)F)c1,9,0,0
-3,-1,1,4,1,-1,-5,COCCNC(=O)c1cc(-c2ccncc2)nc2ccc(S(=O)(=O)N3CCOCC3)cc12,-1,11,15
0,-1,-10,0,-3,4,1,O=C(Nc1ccc2c(c1)OCO2)c1n[nH]c(=O)c2ccccc12,-5,-12,14
-1,2,-7,-6,-2,-6,-1,Cc1occc1C(=O)N1CCCC(CCC(=O)NCc2ccc(F)c(F)c2)C1 (configuration not stated),-4,-6,15
-2,-1,-3,-2,-2,-7,-2,CCCCOC(=O)c1cccc(NC(=O)CCC(=O)O)c1,6,-29,11
-1,2,-2,-3,-4,-6,1,CC1CC(C)(C)NC(=S)S1 (configuration not stated),8,-1,9
3,-5,0,2,0,-7,-4,CCN(CC(=O)Nc1ccc(NC(C)=O)cc1)C(=O)C1(c2ccccc2)CC1,4,-6,-4
3,4,3,-2,-4,0,-3,CCOC(=O)CCCNC(=O)CN1C(=O)NC2(CCCCCC2)C1=O,-3,-9,1
6,-2,3,10,5,3,-7,O=C(COC(=O)[C@@H]1CCCN1S(=O)(=O)c1ccc(Cl)cc1)NC12CC3CC(CC(C3)C1)C2,-10,23,-7
7,4,-1,0,4,-9,-7,Cc1cc(C)nc(NS(=O)(=O)c2ccc(N3C(=O)C4CCCCC4C3=O)cc2)n1 (configuration not stated),-2,4,-3
-1,3,1,0,-2,-4,-4,COc1cc(NC(=S)Nc2ccccn2)cc(OC)c1,0,-8,4
5,3,3,16,1,-7,1,COc1ccc(S(=O)(=O)N2CCC(C(=O)Nc3ccc4c(c3)OCCO4)CC2)cc1OC,2,2,-12
-34,9,-38,-16,-9,-15,-2,CCCN1Cc2cccc(C(=O)Nc3ccc(-c4nc5ccccc5[nH]4)cc3)c2C1=O,0,-7,4
2,-1,2,2,2,6,-3,O=[N+]([O-])c1cc(S(=O)(=O)N2CCCC2)ccc1NCCc1ccccc1,-2,5,-5

# Compound activity (PubChem)

# Rows are unselected, and some 3.6% of all compounds hit somewhere here.
